High-throughput results deposited in PubChem by The Scripps Research Institute Molecular Screening Center.
PAFAH2 inh: inhibitors of human PAFAH2 | Q99487 | recombinant PAFAH2, FP-rhodamine activity probe, fluorescence polarization | inhibition, % at 3.39 µM | actives 0.99% (n = 340,000) | AID 492956;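 active means inhibition above the mean over all tested compounds plus 3 SD, cut at about 30% in these data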;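 further: inhibitors block probe labeling of enzyme so polarization drops; 0% = enzyme with DMSO and 100% = wells lacking PAFAH2 protein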
PAFAH1B3 inh: PAFAH1B3 (human) inhibition. recombinant PAFAH1B3, FP-rhodamine probe, fluorescence polarization. inhibition, % at 3.39 µM. actives 0.28% (n = 340,000);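 active means inhibition above the screen-wide average of all tested compounds plus 3 SD, cut at about 25% in these data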;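 further: 0% = enzyme with DMSO only and 100% = wells lacking PAFAH1B3 protein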
Target sequence (Q15102 whole entry, looked up): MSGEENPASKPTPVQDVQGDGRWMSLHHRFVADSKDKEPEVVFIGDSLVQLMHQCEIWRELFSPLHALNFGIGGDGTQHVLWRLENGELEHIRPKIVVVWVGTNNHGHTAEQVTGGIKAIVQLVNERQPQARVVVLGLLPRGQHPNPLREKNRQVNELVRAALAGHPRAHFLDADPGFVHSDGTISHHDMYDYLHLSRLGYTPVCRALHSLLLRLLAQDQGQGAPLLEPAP
PAFAH1B2 FP inh: inhibitors of human PAFAH1B2; inhibition, % at 3.39 µM; actives 1.2% (n = 340,000); recombinant PAFAH1B2, FP-rhodamine activity probe, fluorescence polarization;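 active means inhibition above the mean of all tested compounds plus 3 SD, cut at about 24% in these data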;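 further: 0% = enzyme with DMSO and 100% = wells lacking PAFAH1B2; many of its hits are not listed in these tables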
Target sequence (P68402 whole entry, looked up): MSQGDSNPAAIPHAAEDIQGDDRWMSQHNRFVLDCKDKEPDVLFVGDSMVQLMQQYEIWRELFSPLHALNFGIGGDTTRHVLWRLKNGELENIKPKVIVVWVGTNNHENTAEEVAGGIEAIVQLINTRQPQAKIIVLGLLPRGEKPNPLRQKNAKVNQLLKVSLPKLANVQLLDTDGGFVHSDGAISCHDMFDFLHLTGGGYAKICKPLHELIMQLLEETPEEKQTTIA
Numbers without * were called inactive. The list is partial; rates above refer to the full screens.

PAFAH2 inh | PAFAH1B3 inh | PAFAH1B2 FP inh | mol
-2 | 2 | 1 | COc1ccc(C(CNC(=O)COc2ccc(F)cc2Cl)N2CCOCC2)cc1 (stereo unspecified)
7 | 12 | 6 | NC1=CC(=O)C(=O)c2ccccc21
-1 | 6 | 7 | COC(=O)[C@H](Cc1ccccc1)NCCCn1cnc(C(=O)Nc2ccc(C)c(C)c2)n1
-3 | 5 | -3 | CN(Cc1ccccc1)C(=O)c1cccc(NC(=O)Cc2ccc(NC(=O)C3CCN(C(=O)C4CCCCC4)CC3)cc2)c1
4 | -1 | 0 | COc1ccc(CCNC(=O)CCc2ccccc2O)cc1OC
-26 | -5 | -4 | CC(C)C[C@H]1CNC(=S)N1CC1CCCN1C[C@H](Cc1ccccc1)N1C[C@H](Cc2ccc(O)cc2)N(CC2CCCCCC2)C1=S (stereo partly specified)
5 | 0 | 2 | Cc1cc(C)n(Cc2ccc(Cl)c(Cl)c2)c(=O)c1S(=O)(=O)c1ccccc1
-1 | -1 | 2 | CCOC(=O)N1CCN(C(=O)COC(=O)c2ccc([N+](=O)[O-])cc2Cl)CC1
-3 | 6 | 9 | C#CCOCCOCCOCCNc1nc(N2CCN(C(=O)Cn3cc(CCCN=C(N)N)nn3)CC2)nc(N2CCN(C(=O)Cn3cc(CC(C)O)nn3)CC2)n1 (stereo unspecified)
1 | 5 | 3 | CC(O)C(NS(=O)(=O)c1ccc(Cl)cc1)C(=O)OCC(=O)c1ccc2c(c1)NC(=O)CO2 (stereo unspecified)
-1 | 8 | 5 | COc1cc(CNC(=O)c2cnccn2)cc(OC)c1
-18 | -16 | -8 | CCOC(=O)/C(=C/c1ccc(OC(F)F)cc1)C1=Nn2c(nnc2-c2ccc(Cl)cc2)SC1
-3 | 7 | 7 | CN1CCN(c2nc(-c3ccccc3Cl)nc3ccccc23)CC1
1 | 8 | 2 | COc1ccc(C=CC(=O)c2ccc(OC)c(OC)c2O)cc1OC
16 | 8 | 5 | Oc1c(CN2CCOCC2)ccc2ccccc12
-10 | -6 | -2 | O=C(O)c1ccc(NC(C(=O)c2ccccc2)c2ccccc2)cc1 (stereo unspecified)
-13 | -3 | 10 | CCOCCCNC(=O)CCc1ccc(-n2cnc3cccnc32)cc1
6 | 0 | -3 | CN(C(=O)c1cccc(NC(=O)Cc2ccc(NC(=O)C3CCCN(C(=O)C4CC4)C3)cc2)c1)C1CC1 (stereo unspecified)
7 | 11 | 9 | O=[N+]([O-])c1ccc(N2CCOCC2)cc1
9 | 4 | -3 | CCC(c1nnnn1C(C)(C)CC)N(CCCO)Cc1cc2cc(C)cc(C)c2[nH]c1=O (stereo unspecified)
5 | 10 | 1 | CC(CCN1CCC(CN2C(=O)C(=O)NC[C@@H]2Cc2ccccc2)CC1)c1ccccc1 (stereo partly specified)
-2 | 4 | 1 | O=C(N/N=C\c1cccc(F)c1)c1ccc(-c2ccccc2)cc1
9 | -3 | 2 | O=C(COC(=O)COc1ccc(Cl)cc1)Nc1ncc(Br)s1
-5 | 1 | 0 | CC(=O)Nc1ccc(NC(=O)Cc2ccc(S(=O)(=O)N3CCCCC3)cc2)cc1
-2 | 9 | 12 | [O-][N+](=C(c1ccccc1)c1ccccc1)c1ccccc1
1 | 9 | 9 | CCN(CC)CCC(=O)N1c2ccccc2CCc2ccc(NC(=O)OC(C)C)cc21
0 | 7 | 0 | CN(C(=O)c1cccc(NC(=O)Cc2cccc(NC(=O)C3CCCN(C(=O)C4CCC4)C3)c2)c1)C1CC1 (stereo unspecified)
1 | 0 | -4 | Cc1cc(C)nc(N2CCC(C(=O)NCC3CCCCC3)CC2)n1
4 | 0 | 4 | Cn1c(=O)c2c(nc(SCCN3CCOCC3)n2Cc2ccc(Cl)cc2)n(C)c1=O
10 | -1 | 8 | NC(=O)C1CCCN(C(=O)CNC(=O)C23CC4CC(CC(C4)C2)C3)C1 (stereo unspecified)
4 | 7 | 7 | COc1cccc(N2CCN(Cc3ccco3)CC2)c1
-3 | 8 | 2 | CCc1ccccc1NC(=O)CNC(=O)CNC(=O)Cc1ccccc1
1 | -5 | -4 | CCOc1ccc(Oc2ccc(NC(=O)CSc3nncn3C)cc2)cc1
-3 | 7 | 4 | O=C(O)C(c1cccs1)C1(O)CCCCC1 (stereo unspecified)
2 | -2 | 1 | COC(=O)c1cccc(NC(=O)CN2C(=O)C3CCCCC3C2=O)c1 (stereo unspecified)
4 | -3 | -2 | Cn1c2c(c3ccccc31)CCN(CCCCN1CCN(c3ccccc3)CC1)C2=O
-4 | 11 | 2 | O=C1Nc2ccc(S(=O)(=O)NCCCO)c3cccc1c23
24 | 0 | 4 | CC1CCCCC1NC(=O)NC(=O)COC(=O)c1ccc(OC(F)F)cc1 (stereo unspecified)
3 | 7 | -1 | CC(OC(=O)Nc1cccc(Cl)c1)C(=O)OC1CCCCC1 (stereo unspecified)
5 | 9 | 2 | Cc1ccccc1-n1c(SCC(=O)NC2CCS(=O)(=O)C2)nc2ccccc2c1=O (stereo unspecified)
0 | 3 | 2 | CCOc1ccc(NC(=O)CN(C)C(=O)c2cc(-c3ccco3)nc3ccccc23)cc1OCC
-1 | 5 | 3 | NS(=O)(=O)c1ccc(CNC(=O)c2cc(S(=O)(=O)N3CCOCC3)c(Cl)cc2Cl)cc1
6 | 7 | 7 | O=c1c([N+](=O)[O-])cccn1Cc1cccc(Br)c1
-3 | 4 | -4 | C#CCOCCOCCOCCNc1nc(N2CCN(C(=O)Cn3cc(CC(C)O)nn3)CC2)nc(N2CCN(C(=O)[C@H](CCCCN)n3cc(CCCC)nn3)CC2)n1 (stereo partly specified)
7 | -5 | 5 | CC(=O)N1CCc2ccc(N)cc21
-2 | 3 | 2 | CCn1c(=O)c(C(=O)NC(C)c2ccccc2)c(O)c2ccccc21 (stereo unspecified)
1 | 8 | -2 | COC(C[C@H]1O[C@H]1[C@H](O)COCc1ccccc1)OC
-2 | 1 | 1 | CCOc1cc(C(=O)N(Cc2ccccc2)c2ccc(C)cc2)ccc1OCC(=O)N1CCOCC1
-2 | -1 | -5 | CCOC(=O)c1c(C)[nH]c(C2=NNC(=Nc3ccccc3)SC2)c1C
-7 | 4 | 2 | O=C(NCc1ccco1)Nc1cccc(-c2ccccc2)c1
-1 | 6 | 7 | Cc1cc(C)c(S(=O)(=O)N2CCCC2=O)cc1N(C)S(C)(=O)=O
-3 | 9 | 7 | COc1cc(N=Nc2ccc(C(=O)N(C)C)cc2)c(C)cc1N
27 | 7 | 7 | O=c1c(Br)ccc(Br)cc1Br
1 | 12 | 2 | Cc1nn(-c2ccccn2)c2c1C(=O)C(Br)CC2 (stereo unspecified)
-1 | 10 | 0 | CSc1ncc(CN2CCN(C3CCN(C(C)C)CC3)C(CCO)C2)cn1 (stereo unspecified)
-1 | 6 | 6 | CC1(c2ccccc2Cl)NC(=O)N(CC(=O)N2CCc3ccccc3C2)C1=O (stereo unspecified)
2 | 9 | 2 | COc1ccccc1C1OCC(C)(C)CO1
-3 | 3 | -1 | Cc1ccc(S(=O)(=O)N2CCCCC2)cc1NC(=O)c1cccnc1
-2 | -3 | -4 | CC(=O)Oc1ccccc1C(=O)C=Cc1cccc([N+](=O)[O-])c1
1 | 7 | 4 | c1ccc2c(c1)CC(CN1CCNCC1)O2 (stereo unspecified)

Shown with each value named: entries from further up
compound: Cc1cc(C)c(S(=O)(=O)N2CCCC2=O)cc1N(C)S(C)(=O)=O
- PAFAH2 inh: -1
- PAFAH1B3 inh: 6
- PAFAH1B2 FP inh: 7

compound: COc1cc(N=Nc2ccc(C(=O)N(C)C)cc2)c(C)cc1N
- PAFAH2 inh: -3
- PAFAH1B3 inh: 9
- PAFAH1B2 FP inh: 7

compound: O=c1c(Br)ccc(Br)cc1Br
- PAFAH2 inh: 27
- PAFAH1B3 inh: 7
- PAFAH1B2 FP inh: 7

Later entries.
PAFAH2 inh | PAFAH1B3 inh | PAFAH1B2 FP inh | mol
6 | 7 | 3 | COc1ccc2[nH]c3c(C)c4cc[n+](C)cc4c(C)c3c2c1
-2 | 6 | 2 | CCN1CCN(S(=O)(=O)c2ccc(Cl)c(C(=O)N(C)Cc3ccco3)c2)CC1
1 | -1 | 1 | COc1ccc(C(=O)c2c(C)oc3ccc(O)cc23)cc1
-2 | 4 | 5 | CCOC(=O)/C(C#N)=C/c1c(N2CCN(c3ccccc3)CC2)nc2c(C)cccn2c1=O
-2 | -3 | -3 | COc1ccc(-c2ccc(OC)c(OC)c2OC)c(OC)c1OC
-5 | 7 | 1 | O=c1c2ccccc2oc2cc(OCc3cccc(F)c3)cc(O)c12
-1 | 7 | 2 | C=CCc1cc(CN2CC(C)OC(C)C2)c(O)c(OC)c1 (stereo unspecified)
-1 | -2 | 4 | O=C(O)c1cc(S(=O)(=O)Nc2cccc(S(=O)(=O)N3CCCC3)c2)ccc1Cl
-4 | -2 | 3 | CCn1c(SCC(=O)N2CCN(c3ccc(F)cc3)CC2)nnc1-c1ccncc1
-3 | 1 | 0 | O=S(=O)(CCN1CCCC1)NCCNS(=O)(=O)c1ccc(F)cc1Br
-5 | 7 | 4 | O=C(Nc1cccc(C(=O)N2CCCCC2)c1)C1CCCC1
1 | 9 | 4 | CC(C)(C)c1ccc(-n2ncc3c2CCCC3NC(=O)CCCn2cncn2)cc1 (stereo unspecified)

Shown with tabs: 22 of the compounds above
Compound	PAFAH2 inh	PAFAH1B3 inh	PAFAH1B2 FP inh
Cc1cc(C)c(S(=O)(=O)N2CCCC2=O)cc1N(C)S(C)(=O)=O	-1	6	7
COc1cc(N=Nc2ccc(C(=O)N(C)C)cc2)c(C)cc1N	-3	9	7
O=c1c(Br)ccc(Br)cc1Br	27	7	7
Cc1nn(-c2ccccn2)c2c1C(=O)C(Br)CC2 (stereo unspecified)	1	12	2
CSc1ncc(CN2CCN(C3CCN(C(C)C)CC3)C(CCO)C2)cn1 (stereo unspecified)	-1	10	0
CC1(c2ccccc2Cl)NC(=O)N(CC(=O)N2CCc3ccccc3C2)C1=O (stereo unspecified)	-1	6	6
COc1ccccc1C1OCC(C)(C)CO1	2	9	2
Cc1ccc(S(=O)(=O)N2CCCCC2)cc1NC(=O)c1cccnc1	-3	3	-1
CC(=O)Oc1ccccc1C(=O)C=Cc1cccc([N+](=O)[O-])c1	-2	-3	-4
c1ccc2c(c1)CC(CN1CCNCC1)O2 (stereo unspecified)	1	7	4
COc1ccc2[nH]c3c(C)c4cc[n+](C)cc4c(C)c3c2c1	6	7	3
CCN1CCN(S(=O)(=O)c2ccc(Cl)c(C(=O)N(C)Cc3ccco3)c2)CC1	-2	6	2
COc1ccc(C(=O)c2c(C)oc3ccc(O)cc23)cc1	1	-1	1
CCOC(=O)/C(C#N)=C/c1c(N2CCN(c3ccccc3)CC2)nc2c(C)cccn2c1=O	-2	4	5
COc1ccc(-c2ccc(OC)c(OC)c2OC)c(OC)c1OC	-2	-3	-3
O=c1c2ccccc2oc2cc(OCc3cccc(F)c3)cc(O)c12	-5	7	1
C=CCc1cc(CN2CC(C)OC(C)C2)c(O)c(OC)c1 (stereo unspecified)	-1	7	2
O=C(O)c1cc(S(=O)(=O)Nc2cccc(S(=O)(=O)N3CCCC3)c2)ccc1Cl	-1	-2	4
CCn1c(SCC(=O)N2CCN(c3ccc(F)cc3)CC2)nnc1-c1ccncc1	-4	-2	3
O=S(=O)(CCN1CCCC1)NCCNS(=O)(=O)c1ccc(F)cc1Br	-3	1	0
O=C(Nc1cccc(C(=O)N2CCCCC2)c1)C1CCCC1	-5	7	4
CC(C)(C)c1ccc(-n2ncc3c2CCCC3NC(=O)CCCn2cncn2)cc1 (stereo unspecified)	1	9	4

Additional structures follow.
PAFAH2 inh | PAFAH1B3 inh | PAFAH1B2 FP inh | mol
0 | 13 | 4 | CCC(=O)Nc1ccc(N2CCN(C(=O)c3ccco3)CC2)c(Cl)c1
-10 | -20 | -9 | Cc1cc(=O)oc2cc(OCc3ccc(C(=O)N4CCN(c5ccc([N+](=O)[O-])cc5)CC4)cc3)ccc12
2 | 15 | 4 | O=C1NCCN1c1ccccc1
-1 | -3 | 3 | CN(C)S(=O)(=O)c1ccc2c(c1)nc(CCC(=O)O)n2C
3 | 8 | 7 | COc1cccc(CN2CC(C(=O)NCc3ccc(Cl)s3)CCC2=O)c1 (stereo unspecified)
0 | 9 | 15 | CC1=C(C(=O)OCCC(C)C)C(c2ccc3c(c2)OCO3)NC(=O)N1 (stereo unspecified)
-26 | -10 | -7 | Oc1ccccc1C1SC(c2ccccc2O)SC(c2ccccc2O)S1 (stereo unspecified)
